Lipid storage S3 = qHTS Assay for Lipid Storage Modulators in Drosophila S3 Cells | Drosophila S3 cells, BODIPY lipid droplet fluorescence, 18-24 h; cells fed with added oleic acid | Potency in µM for hits, for the others lipid storage change, negative = inhibition, % at the top dose, mostly 46.1 µM | 0.64% of 320,000 active | AID 2685; active means well fitted inhibition curve with a large enough effect in the signal ratio, with a control signal flat, not every such curve was filed as active; inconclusive means small, poorly fitted or top-dose-only effect, or effect the other way, or a change in a side signal; the % refers to the signal ratio
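Drosophila S3 cells loaded with oleic acid (400 uM, as added) and compounds at several concentrations; lipid droplets imaged by 488-nm laser-scanning cytometry, 500–530 nm intensity and object ratio to cell channel. Percent activity normalized to 20 uM Triacsin C.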
Lipid storage S3 cell count max = recorded beside Lipid storage S3, whose call it bears; cell number change, %; measured here: cell count max response;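 cells counted by Cell Tracker Red CMTPX staining in the red channel; peak over a dose series mostly up to 46.1 µM; percent activity relative to internal control wells on each plate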
The depositor's hits bear a star; i = inactive; ? = inconclusive; nt = not tested or not shown; [ ] = dose if it differs, or a comment. On the % scale 0 is the no-effect control and ±100 the full control effect; potency means the concentration at half of the fitted maximal effect.

SMILES	Lipid storage S3	Lipid storage S3 cell count max
Cn1c(C(=O)N2CCCc3ccccc32)cc2sccc21	13%	-4
CC(=O)NC(C)C(=O)OCC(=O)c1ccc(Cl)s1 (centres undefined)	0%	11
CC(NC(=O)CCNC(=O)c1ccco1)c1ccccc1 (centres undefined)	-7%	-23
Cc1ccccc1CC(=O)Nc1cccnc1	?	nt
O=C(c1cc(S(=O)(=O)N2CCOCC2)ccc1F)N(CCc1ccccc1)Cc1ccccc1	i	nt
CC(C)(C)NC(=O)c1ccc(COc2ccc(Cl)cc2Cl)o1	4%	6
O=C(c1ccc(F)c(S(=O)(=O)N2CCOCC2)c1)N1CCN(c2ncccn2)CC1	?	nt
Clc1cccc(Cl)c1Cn1c(-c2cccnc2Cl)nc2ccccc21	-14%	12
O=CNCCCc1nc2ccccc2n1Cc1cccc2ccccc12	i	nt
Cc1ccc(C(=O)NC(=S)Nc2nc(-c3cccc([N+](=O)[O-])c3)cs2)c(Cl)c1	-4%	4
CCCCCC(=O)Nc1cc2[nH]c(=O)cc(COC)c2cc1C	13%	6
CCCCN(CCCC)CC(O)COc1ccc(Br)cc1 (centres undefined)	1%	2
NNC(=O)c1ccc(COc2ccccc2)cc1	14%	6
c1ccc(-c2nc(C3CCCCC3)no2)cc1	24%	-16
Cc1cccc(OC(=O)CCN2C(=O)C3C4C=CC(C5CC45)C3C2=O)c1C (centres undefined)	11%	12
Cc1cc(C)n(CCc2nc(-c3ccc(C(C)(C)C)cc3)cs2)n1	?	nt
COc1ccc(NC(=O)COC(=O)C2CC2)cc1S(=O)(=O)N1CCCCC1	?	nt
Nc1nc2ccc(Oc3ccccc3)cc2s1	i	-7
CC(C)c1ccc(CN(C)C(=O)c2ccc(S(=O)(=O)NCc3ccco3)cc2)cc1	?	nt
CCN1CCCC(OC(=O)C(c2ccccc2)c2ccccc2)C1 (centres undefined)	-8%	nt
CCn1c(SCC(=O)Nc2nnc(C)s2)nnc1-c1ccco1	?	nt
CN(C)CCCN(C(=O)c1ccc(S(=O)(=O)N(C)C)cc1)c1nc2ccc(F)cc2s1	?	nt
O=C(c1nc2ccccn2c1CN1CCCC(O)C1)N1CCN(C2CCCCC2)CC1 (centres undefined)	?	nt
COc1c(S(=O)(=O)NCCN2CCOCC2)ccc(Cl)c1Cl	?	nt
CC1(C)CC(NCc2ccccc2)CCO1 (centres undefined)	0%	-13

(next part)
SMILES	Lipid storage S3	Lipid storage S3 cell count max
NS(=O)(=O)c1cccc(NS(=O)(=O)c2cccc(C(F)(F)F)c2)c1	?	nt
CCN(CC)C(=O)Cn1c(=O)n(C)c2ccccc21	?	nt
CC(=O)Nc1ccc(Nc2ccc3c4c(cc(=O)n3C)-c3ccccc3C(=O)c24)cc1	?	nt
CCOP(=O)(c1ccccc1)C(O)c1ccc([N+](=O)[O-])cc1 (centres undefined)	8%	3
CCNc1[nH]c(=O)n(C)c(=O)c1N=O	10%	-8
COc1ccc(CCNC(=O)CCC(=O)NC2CCCCC2)cc1OC	i	-12
COc1ccc(CNC(=O)c2ccc(CN3CCOCC3)cc2)cc1	?	nt
COc1ccc(-n2nc(C(=O)NCC(=O)Nc3cc(Cl)c(OC)cc3OC)c3ccccc3c2=O)cc1	i	nt
CC(=O)N1CCc2cc(S(=O)(=O)NCCC(=O)NC3CCN(Cc4ccccc4)CC3)ccc21	?	nt
Cc1ccc(Cl)cc1N(CC(=O)NC1CCCC1)C(=O)c1csnn1	0.82µM*	11*
O=C(c1ccccc1)c1cccc(NC(=O)C2CC2)c1	i	28
Cc1ccc(S(=O)(=O)N2CCN(C(=O)CSc3nc4ccccc4c(=O)[nH]3)CC2)cc1	i	22
COc1cc(NC(=O)[C@@H](NC(=O)N2CCn3c2nc2ccccc23)C(C)C)cc(OC)c1	?	nt
CCOC(=O)N1CCC(=NNC(=O)c2cc3ccccc3cc2O)CC1	?	nt
N#Cc1cc(-c2ccccc2)nc(Oc2ccccc2)n1	?	nt
O=S(=O)(c1ccc(-c2ccccc2)cc1)N1CCOCC1	?	nt
O=C(Cc1ccccc1)N[C@@H](Cc1ccccc1)c1nc2ccccc2[nH]1	?	nt
O=C(CN(C1CCCCC1)S(=O)(=O)c1ccccc1)NCc1cccnc1	-1%	0
Oc1cc(-c2ccc(N3CCCCC3)nc2)cc2cccnc12	7%	9
Cc1cc(C)c(S(=O)(=O)N2CCCC(C(=O)NC3CCCC3)C2)c(C)c1 (centres undefined)	?	nt
Cc1ccc(OCc2cc(C(=O)NC3CCOC3)no2)cc1C (centres undefined)	?	nt
CCN(CC#CCC1(O)c2ccccc2-c2ccccc21)CCO	13%	-1
CCOc1ccc(-c2cc(CCCC(=O)NCCc3ccccc3)no2)cc1	?	nt
CCCCNC(=O)c1ccc(CS(=O)(=O)Cc2ccccc2F)o1	-1%	-16
Cc1nnc(SCCn2c(N3CCCC(C)C3)nc3c2c(=O)n(C)c(=O)n3C)s1 (centres undefined)	?	nt

One compound at a time (already shown). Order of screens: Lipid storage S3, Lipid storage S3 cell count max
Results for `Cc1cc(C)c(S(=O)(=O)N2CCCC(C(=O)NC3CCCC3)C2)c(C)c1` (centres undefined) → ?, nt
Results for `Oc1cc(-c2ccc(N3CCCCC3)nc2)cc2cccnc12` → 7%, 9
Results for `COc1cc(NC(=O)[C@@H](NC(=O)N2CCn3c2nc2ccccc23)C(C)C)cc(OC)c1` → ?, nt

Quoted at random: 7 entries already listed.
SMILES	Lipid storage S3	Lipid storage S3 cell count max
CCNc1[nH]c(=O)n(C)c(=O)c1N=O	10%	-8
O=C(CN(C1CCCCC1)S(=O)(=O)c1ccccc1)NCc1cccnc1	-1%	0
CCOC(=O)N1CCC(=NNC(=O)c2cc3ccccc3cc2O)CC1	?	nt
CC(=O)Nc1ccc(Nc2ccc3c4c(cc(=O)n3C)-c3ccccc3C(=O)c24)cc1	?	nt
CCN(CC#CCC1(O)c2ccccc2-c2ccccc21)CCO	13%	-1
CCOP(=O)(c1ccccc1)C(O)c1ccc([N+](=O)[O-])cc1 (centres undefined)	8%	3
COc1ccc(-n2nc(C(=O)NCC(=O)Nc3cc(Cl)c(OC)cc3OC)c3ccccc3c2=O)cc1	i	nt

(further entries)
SMILES	Lipid storage S3	Lipid storage S3 cell count max
COc1cccc(NC(=O)N2CCCC(C(=O)NCc3ccc(F)cc3)C2)c1 (centres undefined)	4%	11
O=C(COc1ncnc2scc(-c3ccc(F)cc3)c12)NCc1ccco1	3%	-1
CC[N+](C)(CC)CCC/C(=N/O)C(O)(c1ccccc1)c1ccccc1	?	nt
COC(=O)/C(=C/Nc1ccc(O)cc1)[N+](=O)[O-]	i	10
COc1ccc(N(CC(=O)Nc2ccc3c(c2)OCO3)S(=O)(=O)c2ccc(F)cc2)cc1	?	nt
O=C(Nc1ccc(Cl)cc1)OCc1cn(-c2ccccc2)nn1	?	nt
CC(=O)Nc1ccc(S(=O)(=O)NNC(=O)COc2ccc(C)cc2)cc1	?	nt
Cc1nn(-c2ccccc2)c(C)c1NC(=O)COC(=O)Cc1ccccc1F	12%	-6
O=C(Cc1ccc(F)cc1)OCN1C(=O)c2ccccc2C1=O	?	nt
C=CCOc1ccc(C2C(C(=O)c3ccco3)=C(O)C(=O)N2c2nnc(C)s2)cc1 (centres undefined)	-15%	0
COc1ccccc1OCCC(=O)OCC(=O)c1c(N)n(C)c(=O)n(C)c1=O	?	nt
CCN(CC(=O)Nc1ccc(N2CCOCC2)cc1)CC(=O)NC(C)(C)C	?	nt
CCOc1ccc(CCNC(=O)Cn2ncn3nc(-c4ccc(OC)cc4)cc3c2=O)cc1OCC	?	nt
CC1S/C(=N\N=C\c2cccc([N+](=O)[O-])c2)N(C(C)(C)C)C1=O (centres undefined)	0%	21
O=C(Nc1ccccc1)N1CCN(C(=O)Nc2ccccc2)CC1	?	nt
CCCc1cc2c(cc1NC(=O)c1ccc(C(C)(C)C)cc1)OCO2	?	nt
COc1ccc(OC)c(NC(=O)NNC(=O)COc2ccc(-c3ccccc3)cc2)c1	-20%	15
COc1cccc(C(=O)Oc2cc(-c3ccccc3)no2)c1	0%	4
Cc1ccc(OC(=O)c2ccc3c(=O)n4c(nc3c2)CCC4)cc1	-11%[0.0737 µM]	-8
Cc1[nH]c(=O)[nH]c(=O)c1S(=O)(=O)N1CCCC(C(=O)NCCc2ccc(Cl)cc2)C1 (centres undefined)	?	nt
COc1ccc(C(=O)NC2CCN(C(=S)Nc3cc(C)cc(C)c3)CC2)cc1	?	nt
Cc1ccc(S(=O)(=O)NC(CC(=O)NC2CCCC2)c2ccco2)cc1 (centres undefined)	i	nt
c1ccc2oc(SCc3cn4ccsc4n3)nc2c1	?	nt
CCCN(CC(=O)Nc1ccccc1OC)C(=O)c1ccc(=O)[nH]c1	?	nt
CCC(C)[C@H](NC(=O)OC(C)(C)C)C(=O)NCC1CCC(C(=O)N[C@@H](Cc2ccccc2)C(=O)O)CC1 (some centres undefined)	-1%	3

4 entries from above, as labelled records:
O=C(Nc1ccccc1)N1CCN(C(=O)Nc2ccccc2)CC1
  Lipid storage S3 = ?	Lipid storage S3 cell count max = nt
COc1ccc(C(=O)NC2CCN(C(=S)Nc3cc(C)cc(C)c3)CC2)cc1
  Lipid storage S3 = ?	Lipid storage S3 cell count max = nt
O=C(Cc1ccc(F)cc1)OCN1C(=O)c2ccccc2C1=O
  Lipid storage S3 = ?	Lipid storage S3 cell count max = nt
CC[N+](C)(CC)CCC/C(=N/O)C(O)(c1ccccc1)c1ccccc1
  Lipid storage S3 = ?	Lipid storage S3 cell count max = nt

New compounds follow
SMILES	Lipid storage S3	Lipid storage S3 cell count max
COc1ccccc1CCn1cnc2c3cc(C)ccc3n(C)c2c1=O	?	nt
C=CCn1c(N)c(C(=O)NCC2CCCO2)sc1=S (centres undefined)	-24%	-23
CC(CCc1ccccc1)NC(=O)COc1cc(F)ccc1[N+](=O)[O-] (centres undefined)	6%	-11
CCOC(=O)N1CCC(NS(=O)(=O)c2ccc(C#N)cc2)CC1	-8%	-7
CCOC(=O)[C@H]1[C@H]2COc3ccc(C)cc3[C@@H]2N2C(=O)[C@@H](CO)NC(=O)[C@@]12C	?	nt
CCCC(=O)NCCCc1nc2ccccc2n1CC	?	nt
Cc1nn(CC#N)c(=O)n1-c1ccc(C(C)C)cc1	?	nt
CC(CCC(=O)Nc1nncs1)C(=O)O (centres undefined)	?	nt
CN(C)c1nc(-c2ccccc2)nnc1C(F)(F)F	-16%	9
Oc1ccc(-c2nncn2-c2ccccc2)cc1	0%	-10
S=C(NCc1ccc(Cl)cc1)NC1CCCCC1	-10%	-5
Cn1ccsc1=NC(=O)c1ccc(OC(F)(F)F)cc1	i	nt
COc1ccc(C)cc1N(CC(=O)NC1CCCC1)C(=O)CCC(=O)Nc1nc(C)cs1	?	nt
Cc1ccc(-c2nnn(CC(=O)Nc3cccc4c3CCCC4)n2)o1	19%	9
Nc1ccc(C(=O)OCC(=O)N2CCN(C(=O)c3ccco3)CC2)cc1[N+](=O)[O-]	?	nt
Cc1nnc(SC(C)C(=O)N(C)C2CCCCC2)n1N (centres undefined)	?	nt
CN(CC(=O)Nc1ccc(Cl)c(Cl)c1)C(=O)CNC(=O)Cc1ccccc1	19%	-4
CCc1c(C)nc2ncnn2c1N1CCC(C(=O)Nc2cccc(C(C)=O)c2)CC1	?	nt
Cc1cccc(C(=O)NCCC(=O)N2CCc3ccccc3C2)c1	8%	13
COCCN(CC(=O)NCc1ccc(OC)cc1)C(=O)CCC(=O)Nc1nccs1	17%	-11
COc1ccc(NC(=O)CCS(=O)(=O)c2ccc3c(c2)CCN3C(C)=O)cc1	?	nt
O=C(CCc1nc2ccccc2s1)OCc1ccccc1	25%	-10
COc1ccc(NC2c3ncccc3C(=O)N2Cc2cccs2)cc1 (centres undefined)	20%[9.22 µM]	20
CSc1ccc(/C=C/C(=O)OCC(=O)NCC2CCCO2)cc1 (centres undefined)	i	-11
CCOC(=O)c1c(NC(=O)c2nn(CC)cc2Br)sc2c1CCCCC2	?	nt

Next entries.
SMILES	Lipid storage S3	Lipid storage S3 cell count max
COc1ccc(C(=O)NCC(=O)OCc2c(Cl)cccc2Cl)cc1OC	?	nt
Cc1cccc(NC(=O)C23CCC(C)(C(=O)O2)C3(C)C)c1 (centres undefined)	i	nt
CC(=O)Nc1ccc(NC(=O)COc2cc(O)c3c(c2)OC(C)(C)CC3=O)cc1	?	nt
O=C(CSc1nc2ccc(S(=O)(=O)N3CCOCC3)cc2[nH]1)N1CCOCC1	18µM*	8.2*
O=C(Nc1cccc(NC(=O)c2ccccc2)n1)c1ccccc1	?	nt
CCOc1ccc(CNC(=O)C(CC)n2nc(C)n3c(cc4occc43)c2=O)cc1OC (centres undefined)	?	nt
CCc1cc2c(SCC(=O)NC(=O)c3cccn3C)ncnc2s1	8%	-4
Cc1nc([N+](=O)[O-])c(Br)n1CC(=O)c1ccccc1	i	22
Cc1ccc(-n2nc(C)cc2N)c(C)c1	i	nt
COc1ccc(NC(=O)CN(C)C(=O)c2c(C)nn(Cc3ccccc3)c2C)cc1	?	nt
O=C(COC(=O)CNC(=O)c1ccc(Br)o1)Nc1ccc2c(c1)OCCO2	?	nt
CC1(C)CC(=O)C2=C(C1)Nc1ccccc1NC2c1nc2ccccc2[nH]1 (centres undefined)	?	nt
O=C1N/C(=C\c2ccsc2)C(=O)N1Cc1ccc(F)cc1	30%	10
O=C(N=Nc1c(O)n(C2OC(=O)c3ccccc32)c2ccccc12)c1ccc(O)cc1 (centres undefined)	-6%	0
COc1ccc(OC)c(NC(=O)CSc2nnc(C)n2Cc2ccccc2)c1	i	-25
Cc1ccc(-c2cc(=O)c3ccc(F)cc3[nH]2)cc1	-5%	4
Cc1sc(N/N=C/c2cccs2)nc1-c1ccccc1	-9%	-16
Cc1nc2c(n1O)CCC/C2=N\O	7%	-1
COc1ccc(Oc2c(Cl)cnn(-c3ccc(C)cc3)c2=O)cc1	?	nt

Not all compounds are listed (hit frequency here may not be typical).
